Bioassay records: PubChem BioAssay, several laboratories
MRP resist rev: compounds reversing MRP-mediated drug resistance; H69AR cells + 2 uM doxorubicin, CellTiter-Glo, 72 h; differential viability (reversal), % at 10 µM; hit rate 0.04% among 85,000;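 active = viability drop by adding the cancer drug above about 55%, with treated viability meeting a 40% cutoff, limit read from the data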;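 note: viability without doxorubicin minus viability with 2 µM doxorubicin for each compound; larger differential means the compound sensitizes cells more to doxorubicin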
PLAP inhibitors HTS: PLAP enzyme inhibitors, biochemical, luminescence, HTS (AID 690); purified PLAP, luminescent substrate; higher % means a stronger effect; inhibition, % at 20 µM, or IC50 in µM where a hit was titrated; hit rate 0.08% among 96,000; in the data active = a potency from the dose series; inactive = the rest, 99 in 100 with inhibition below about 30%; note: strong numbers were not always called active
NFkB transloc inh: blocks IL-1B driven NFkB nuclear translocation in HUVEC cells; hit rate 0.43% among 94,000; inhibition, % at 2 µM; HUVEC IL-1B NFkB p65 nuclear translocation imaging; AID 796;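 active = inhibition above about 30% together with a positive call from visual inspection of the well image, limit read from the data; inconclusive = inhibition above a set limit but visual check negative; inactive = inhibition not above a set limit, visual check negative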;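 note: nuclear over cytoplasmic p65 intensity ratio measured by imaging; 0% = IL-1B stimulated DMSO wells and 100% = unstimulated DMSO wells; values of inactives mirror those of a sister screen read the other way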
Bcl-B TR3 displacers: displacers of TR3 peptide from Bcl-B, primary screen, selectivity assay for Bfl-1 inhibitor project, biochemical, fluorescence polarization; hit rate 0.11% among 96,000; displacement, % at 20 µM, or IC50 in µM where a hit was titrated; FP displacement of FITC-TR3 peptide from Bcl-B; higher % means a stronger effect;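 active = displacement above 50% at 20 µM plus a fluorescence interference ratio under 1.5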;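 note: plate controls were wells without compound for no effect and wells lacking Bcl-B protein for full effect; a part of the inactive calls stands beside numbers as strong as those of hits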
IL1B NFkB pot: enhances IL-1B driven NFkB nuclear translocation. HUVEC IL-1B NFkB p65 nuclear translocation imaging. activation, % at 2 µM. hit rate 0.3% among 94,000;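 active = activation above 40%, about the mean plus 3 SD, also judged a hit on visual image review; inconclusive = activation above 40% but not a hit on visual review; inactive = activation not above 40% and no visual hit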;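 note: percent activation is computed from the nuclear over cytoplasmic p65 intensity ratio; values of inactives mirror those of a sister screen read the other way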
MRP resist rev cytotoxicity: also measured in MRP resist rev; calls as there; viability, %; H69AR cells, CellTiter-Glo, 72 h; measured here: cytotoxicity without doxorubicin
MRP resist rev with doxorubicin: also measured in MRP resist rev; calls as there; viability, %; measured here: viability with 2 uM doxorubicin; stronger effect = lower value
NFkB transloc inh cell count 2 µM: also measured in NFkB transloc inh; calls as there; cell count; measured here: cells passing quality filter;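 raw number of nuclei counted in each imaged well without normalization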
IL1B NFkB pot cell count 2 µM: also measured in IL1B NFkB pot; calls as there; cell count; measured here: cells passing quality filter
Active calls of the source: *; u = inconclusive; x = no result given. The list is partial (hit frequency here may not be typical).

Each structure is followed by: MRP resist rev	MRP resist rev cytotoxicity	MRP resist rev with doxorubicin	PLAP inhibitors HTS	NFkB transloc inh	NFkB transloc inh cell count 2 µM	Bcl-B TR3 displacers	IL1B NFkB pot	IL1B NFkB pot cell count 2 µM
- CCOC(=O)CSC1=C(C#N)C(c2ccccc2OCC)C(C(=O)OCC)C(=O)N1 (stereo unspecified)
 : 17	92	75	-65%	15	114	-5%	-15	114
- CCOC(=O)C(C)Sc1nc(-c2cccs2)ccc1C#N (stereo unspecified)
 : -9	4	13	-3%	1	116	-12%	-1	116
- O=S(=O)(NC1c2cccc3cccc(c23)C1N1CCN(CCO)CC1)c1ccccc1 (stereo unspecified)
 : -10	53	63	-61%	-7	143	-1%	7	143
- CCNC(=O)COC(=O)c1cc(=O)[nH]c2ccccc12
 : 0	95	95	14%	1	164	-7%	-1	164
- CCOC(=O)N1CCC(Nc2cc(C)nc3c(-c4ccccc4OC)c(C)nn23)CC1
 : 0	37	37	-39%	x	x	-6%	x	x
- O=C(NCc1ccc2c(c1)OCO2)c1cnc2ccccn2c1=O
 : -14	79	94	-30%	x	x	-3%	x	x
- COc1ccc(CNC(=O)c2cnc(C)cn2)c(OC)c1
 : -4	95	98	20%	-18	100	17%	18	100
- CCOc1ccc2sc(NS(=O)(=O)c3ccc(OC)c(OC)c3)nc2c1
 : 11	100	88	-4%	-14	172	0%	14	172
- COc1ccc(-c2cc(C(F)F)n3ncc(C(=O)NCCCN4CCCC4=O)c3n2)cc1
 : -11	61	72	-48%	x	x	5%	x	x
- CCN(c1ccccc1)S(=O)(=O)c1ccc(N)cc1
 : 3	90	87	13%	18	167	-12%	-18	167
- Cc1cnc(C(=O)OCC(=O)NCc2ccccc2)cn1
 : 3	92	89	4%	7	150	-8%	-7	150
- COc1ccc(NC(=O)c2ccc(-n3nc(C)cc3C)cc2)cc1OC
 : -1	73	74	3%	-11	160	2%	11	160
- Cc1cccc2cc(CN(Cc3nnnn3Cc3ccco3)C3CCCC3)c3nnnn3c12
 : 17	53	36	-36%	-1	141	-7%	1	141
- CN(Cc1ccccc1)S(=O)(=O)c1ccc2c(c1)n(C)c(=O)n2C
 : -3	67	70	8%	-8	129	-5%	8	129
- Cc1cc(C)c(C#N)c(OCC(=O)c2ccccc2)n1
 : -12	75	87	0%	-2	153	16%	2	153
- COc1ccccc1OCc1ccc(C(=O)N2CCN3CCCC3C2)cc1 (stereo unspecified)
 : 2	89	87	-52%	-21	133	-6%	21	133
- COc1ccc(-c2c(C#N)c(N)nc3c2CCc2ccccc2-3)cc1OC
 : x	x	x	-46%	-3	134	24%	3	134
- Cc1ccc2cc(C#N)c(NCCCNC(=O)C3CCCO3)nc2c1 (stereo unspecified)
 : x	x	x	-40%	-32	138	-6%	32	138
- COc1ccc(S(=O)(=O)N2CCCN(S(=O)(=O)c3ccc(OC)c(C)c3)CC2)cc1C
 : -35	33	68	x	-20	109	x	20	109
- CCCCOC(=O)c1ccc(NC(=O)c2cc(Cl)ccc2OC)cc1
 : x	x	x	-30%	-5	104	2%	5	104

Part of the list above in order of SMILES length, lowest first.
Each structure is followed by: MRP resist rev	MRP resist rev cytotoxicity	MRP resist rev with doxorubicin	PLAP inhibitors HTS	NFkB transloc inh	NFkB transloc inh cell count 2 µM	Bcl-B TR3 displacers	IL1B NFkB pot	IL1B NFkB pot cell count 2 µM
- Cc1cnc(C(=O)OCC(=O)NCc2ccccc2)cn1
 : 3	92	89	4%	7	150	-8%	-7	150
- CCOC(=O)C(C)Sc1nc(-c2cccs2)ccc1C#N (stereo unspecified)
 : -9	4	13	-3%	1	116	-12%	-1	116
- CCNC(=O)COC(=O)c1cc(=O)[nH]c2ccccc12
 : 0	95	95	14%	1	164	-7%	-1	164
- O=C(NCc1ccc2c(c1)OCO2)c1cnc2ccccn2c1=O
 : -14	79	94	-30%	x	x	-3%	x	x
- Cc1ccc2cc(C#N)c(NCCCNC(=O)C3CCCO3)nc2c1 (stereo unspecified)
 : x	x	x	-40%	-32	138	-6%	32	138
- COc1ccc(NC(=O)c2ccc(-n3nc(C)cc3C)cc2)cc1OC
 : -1	73	74	3%	-11	160	2%	11	160
- COc1ccc(-c2c(C#N)c(N)nc3c2CCc2ccccc2-3)cc1OC
 : x	x	x	-46%	-3	134	24%	3	134
- CN(Cc1ccccc1)S(=O)(=O)c1ccc2c(c1)n(C)c(=O)n2C
 : -3	67	70	8%	-8	129	-5%	8	129
- Cc1cccc2cc(CN(Cc3nnnn3Cc3ccco3)C3CCCC3)c3nnnn3c12
 : 17	53	36	-36%	-1	141	-7%	1	141
- CCOC(=O)CSC1=C(C#N)C(c2ccccc2OCC)C(C(=O)OCC)C(=O)N1 (stereo unspecified)
 : 17	92	75	-65%	15	114	-5%	-15	114
- COc1ccc(-c2cc(C(F)F)n3ncc(C(=O)NCCCN4CCCC4=O)c3n2)cc1
 : -11	61	72	-48%	x	x	5%	x	x

The list continues:
Each structure is followed by: MRP resist rev	MRP resist rev cytotoxicity	MRP resist rev with doxorubicin	PLAP inhibitors HTS	NFkB transloc inh	NFkB transloc inh cell count 2 µM	Bcl-B TR3 displacers	IL1B NFkB pot	IL1B NFkB pot cell count 2 µM
- O=Cc1cccn1Cc1ccc(Cl)cc1Cl
 : 6	103	97	5%	-29	164	12%	29	164
- COc1ccc(C(=O)Nc2ccc(F)cc2F)cc1
 : 7	94	87	15%	-11	96	-2%	11	96
- OC(c1ccc(Cl)cc1)c1nnc(-c2ccccc2)o1 (stereo unspecified)
 : 4	91	87	-15%	6	76	-2%	-6	76
- COc1ccccc1OCCC(=O)OCC(=O)NC(=O)NC(C)(C)C
 : -1	87	88	-21%	x	x	9%	x	x
- O=C(Nc1ccccc1C(=O)NCc1ccccc1)c1ccccc1
 : x	x	x	4%	6	141	-3%	-6	141
- CCCCCN(C(=O)NC(=O)Nc1nncs1)S(C)(=O)=O
 : 5	99	95	4%	-10	198	12%	10	198
- CCN(CC)CCNC(=O)c1ccc2c(=O)n(C3CCCC3)c(=S)[nH]c2c1
 : -10	58	68	-30%	1	168	5%	-1	168
- C1CCc2c(nnc3c2-c2nonc2CC3)C1
 : 13	101	88	25%	-13	128	8%	13	128
- Cc1ccnc(NS(=O)(=O)c2ccc(NC(=O)C3CCCO3)cc2)n1 (stereo unspecified)
 : -18	95	113	-7%	-24	165	-3%	24	165
- CCc1nc(NCC2CCCO2)c(C#N)c2c1COC(C)(C)C2 (stereo unspecified)
 : x	x	x	x	11	160	x	-11	160
- CCCn1c2c(c(O)c(C(=O)Nc3nc(C)cs3)c1=O)CCCC2
 : 2	90	87	-18%	4	159	6%	-4	159
- CCCCCc1cc(O)c2c(C)cc(=O)oc2c1
 : -38	42	81	-6%	1	136	-6%	-1	136
- COc1ccccc1OCC(=O)N(Cc1nc(-c2ccc(Cl)cc2)no1)C(C)C
 : 19	98	78	-59%	-5	144	-16%	5	144
- O=[N+]([O-])C1=CC=C2C(=NC3(CCCCC3)N2O)C1=NCCO
 : x	x	x	30%	1	104	-5%	-1	104
- CC(C)NS(=O)(=O)c1ccc(OCC(=O)Nc2ccc3c(c2)OCCO3)cc1
 : 9	91	82	28%	7	81	-8%	-7	81
- CCCCNS(=O)(=O)c1ccc(S(=O)(=O)n2cnc3ccccc32)cc1
 : 0	89	88	x	-8	83	x	8	83
- N#Cc1ccc(-c2ccc(F)cc2)nc1Oc1ccc(Cl)c(Cl)c1
 : x	x	x	6%	-2	136	1%	1	136
- COC(=O)C(Cc1cnc[nH]1)NC(=O)C1CCC(=O)N1 (stereo unspecified)
 : 1	95	94	-4%	-15	74	5%	15	74
- CC1=[N+]([O-])C(N2CCOCC2)C(O)(c2ccccc2)C1 (stereo unspecified)
 : 8	92	84	19%	-54	152	-4%	u	x
- CCc1c(C)nc(N)n2c(SCC(=O)N3CCN(c4ccccc4OC)CC3)nnc12
 : 20	97	77	-70%	x	x	10%	x	x
- Cc1ccc(CNC(=O)CCOc2ccc(C(C)(C)C)cc2)cc1
 : x	x	x	16%	-15	152	-3%	15	152
- O=C(CSCc1ccc(Cl)cc1)Nc1cccc(C(=O)Nc2ccccc2C(=O)O)c1
 : x	x	x	-29%	1	114	-3%	-1	114
- CCOc1ccc(-n2nnc3c(=O)n(CC(=O)c4ccccc4)cnc32)cc1
 : 4	97	92	-4%	x	x	-7%	x	x
- Cc1nc2ccccc2c(=O)n1/N=C/c1ccncc1
 : 6	88	83	15%	-12	159	-5%	12	159
- Cc1ccc(CC(=O)N2CCN(c3cccc(C(F)(F)F)c3)CC2)cc1
 : 24	100	76	2%	-14	57	2%	14	57
- Cc1cc(NC(=O)COC(=O)C2CCN(S(=O)(=O)c3cccc(Cl)c3Cl)CC2)no1
 : -18	83	101	15%	-8	160	2%	7	160
- CCOc1ccc(NCC(=O)Nc2ccc(C)cc2C)cc1
 : 1	75	75	16%	1	162	-6%	-1	162
- Cc1sc(NC(=O)CSc2nnc(COc3ccccc3)n2C)c(C#N)c1C
 : -27	53	80	-2%	10	193	0%	-10	193
- O=C(NCC1CCCO1)C(c1cccnc1)N(C(=O)Cc1cccs1)c1cccnc1 (stereo unspecified)
 : x	x	x	-3%	1	108	4%	-1	108
- COC(=O)c1ccc(NC(=O)c2ccccc2N(C)S(=O)(=O)c2ccccc2)cc1
 : x	x	x	-10%	-10	179	-6%	10	179
- COc1ccc(-c2noc(CCCC(=O)NCCc3ccccc3)n2)cc1OC
 : -3	80	82	-28%	-21	85	0%	21	85
- C=C(C)Cn1c(CCNC(=O)CC)nc2ccccc21
 : x	x	x	x	1	133	x	-1	133
- COc1ccc(N(CC(=O)NC2CCCC2)S(=O)(=O)c2c(C)[nH]c(=O)[nH]c2=O)cc1
 : 11	99	87	-31%	-17	201	4%	17	201
- COCCSc1ccccc1C(=O)NCc1ccc2c(c1)OCO2
 : 12	85	74	-6%	7	166	-7%	-7	166
- O=S(=O)(c1ccc(OCC(O)CN2CCc3ccccc3C2)cc1)N1CCOCC1 (stereo unspecified)
 : -2	82	84	-32%	-4	197	4%	4	197
- CCOC(=O)c1oc2ccccc2c1NC(=O)c1cccc(OC)c1OC
 : -28	30	57	-58%	-1	142	4%	1	142
- CCc1ccc2[nH]cc(C(=O)OCCOC)c(=O)c2c1
 : 9	96	87	8%	x	x	3%	x	x
- CC(=O)N1CCN(CC(O)COc2ccc(OCc3ccccc3)cc2)CC1 (stereo unspecified)
 : 12	90	78	-69%	-21	115	3%	21	115
- FC(F)(F)C1=CC(c2ccc(Cl)cc2)=NCCN1
 : -19	63	82	-4%	-4	149	1%	4	149
- COCCCn1c2nc3ccccc3nc2c2c(=O)n(Cc3ccc(Cl)cc3)cnc21
 : -11	93	105	-27%	-51	179	-4%	u	x
- Cc1ccc(-c2nn(-c3ccccc3)cc2CN(Cc2ccccc2)C(=O)CCC(=O)O)o1
 : 5	86	82	-47%	5	163	10%	-5	163
- CCN(CC)S(=O)(=O)c1ccc(NC(=O)C(OC)c2ccccc2)cc1 (stereo unspecified)
 : 3	84	81	3%	98*	12*	0%	-98	12
- Cc1cccc(NC(=O)c2ccccc2NC(=O)C(C)(C)C)n1
 : -11	91	102	-1%	-7	194	0%	7	194
- CN(C(=O)Nc1ccc(S(=O)(=O)N(C)C)cc1)C1CCCCC1
 : x	x	x	-8%	-5	131	-4%	5	131
- O=C(Cc1ccccc1)Nc1ccccc1N1CCOCC1
 : 6	79	73	-8%	-11	158	6%	11	158
- O=C(/C=C/c1ccccc1)NC(=S)Nc1ccc(N2CCOCC2)cc1
 : x	x	x	8%	-3	150	-12%	3	150
- Cc1ccc(S(=O)(=O)N(CC(=O)NCc2ccco2)Cc2ccccc2F)cc1
 : 14	85	71	-23%	-13	105	1%	13	105
